Assay outcomes (PubChem BioAssay)
Wnt act: Wnt/beta-catenin pathway activation. Wnt/beta-catenin reporter cell assay, activator, plate reader. activation, % at 9.35 µM. 1.2% of 300,000 active; in the data active = activation above about 30%, passing the limit was not always enough; inconclusive = no clear call, values can overlap the other calls;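 also: 0% = neutral control wells and 100% = positive control wells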
DAGLB inh: blocks human DAGLB lipase activity | Q8NCG7 | HEK293T DAGLB membrane lysate, EnzChek fluorogenic substrate | inhibition, % at 5.17 µM | 0.059% of 340,000 active; in the data active = inhibition above about 34%;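 also: 0% = enzyme with vehicle and 100% = wells lacking enzyme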
Target sequence (Q8NCG7 whole entry, looked up): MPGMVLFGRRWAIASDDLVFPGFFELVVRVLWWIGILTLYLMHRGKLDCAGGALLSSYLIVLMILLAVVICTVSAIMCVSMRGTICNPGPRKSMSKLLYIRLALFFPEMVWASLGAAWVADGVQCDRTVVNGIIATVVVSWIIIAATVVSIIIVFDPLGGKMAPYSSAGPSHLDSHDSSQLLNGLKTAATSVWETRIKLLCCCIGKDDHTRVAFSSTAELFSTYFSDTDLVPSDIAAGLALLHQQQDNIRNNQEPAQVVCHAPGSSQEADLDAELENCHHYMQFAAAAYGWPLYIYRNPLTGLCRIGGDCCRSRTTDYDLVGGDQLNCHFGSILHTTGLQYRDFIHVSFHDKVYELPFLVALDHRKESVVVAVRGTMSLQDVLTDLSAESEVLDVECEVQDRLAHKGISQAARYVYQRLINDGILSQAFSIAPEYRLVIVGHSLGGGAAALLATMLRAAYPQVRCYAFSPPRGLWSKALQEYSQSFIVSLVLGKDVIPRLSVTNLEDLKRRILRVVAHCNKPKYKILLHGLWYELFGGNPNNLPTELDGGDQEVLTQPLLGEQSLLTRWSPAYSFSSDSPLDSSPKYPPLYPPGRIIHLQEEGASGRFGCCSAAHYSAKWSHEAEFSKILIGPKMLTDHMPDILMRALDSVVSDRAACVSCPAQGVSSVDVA
E coli growth: reduces bacterial viability in AddAB counter-screen. 0.27% of 330,000 active. inhibition, % at 11.9 µM. E. coli V3065 growth, OD600 absorbance, 18 h;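 active = inhibition above the campaign's mean inhibition across all tested compounds plus 3 SD, cut at about 9.9% in these data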;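 also: uninfected addAB+ strain grown without phage in ampicillin broth; 0% = DMSO wells and 100% = ciprofloxacin 0.95 µg/ml wells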
CAL PDZ inh: human CAL PDZ-peptide interaction inhibition; inhibition, % at 20 µM; 0.02% of 330,000 active; purified CAL PDZ, TMR-peptide fluorescence polarization, 1 h; Q9HD26;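 active = highest replicate inhibition of at least 40%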;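 also: plate controls were DMSO neutral control wells for no effect and unlabeled competitor peptide control wells for full effect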
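Material: tagged CAL PDZ domain; buffer or medium: 25 mM sodium phosphate pH 7.4, 150 mM NaCl, TCEP, IgG, Thesit; compound dosing: single point, 20 µM; schedule: 1 h incubation at room temperature before polarization reading; measured by: FP readout, S and P plane fluorescence; read-out basis: percent inhibition from loss of millipolarization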
Rtt109 HAT inh: C. albicans Rtt109 histone acetyltransferase inhibition | Q5AAJ8 | purified Rtt109/Vps75, ThioGlo CoA-SH fluorescence, 4 h | inhibition, % at 34.9 µM | 0.16% of 330,000 active;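 active = inhibition of at least 50% in every replicate; inconclusive = best replicate reaches 50% inhibition but some replicates fall short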
Target sequence (Q5AAJ8 whole entry, looked up): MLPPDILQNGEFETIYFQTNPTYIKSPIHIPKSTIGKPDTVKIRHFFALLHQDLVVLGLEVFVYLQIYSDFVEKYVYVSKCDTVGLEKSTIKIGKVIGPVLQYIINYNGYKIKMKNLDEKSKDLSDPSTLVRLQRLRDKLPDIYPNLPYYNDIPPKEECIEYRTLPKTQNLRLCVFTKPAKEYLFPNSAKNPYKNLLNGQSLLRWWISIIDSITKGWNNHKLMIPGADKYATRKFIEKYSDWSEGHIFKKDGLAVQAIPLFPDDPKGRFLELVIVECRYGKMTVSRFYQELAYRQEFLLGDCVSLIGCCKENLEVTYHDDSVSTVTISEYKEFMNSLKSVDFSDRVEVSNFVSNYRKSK
PfHsp90 yeast 2: reduces growth (ATP signal) of yeast expressing P. falciparum Hsp90; S. cerevisiae expressing PfHsp90, BacTiter-Glo ATP, 48 h; yeast lacking PDR1 and PDR3 efflux regulators; inhibition, % at 9.4 µM; 0.32% of 310,000 active;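 active = every replicate shows inhibition above about 80%, whatever the replicate mean, limit read from the data; inconclusive = mean inhibition reaches the set limit but some replicate falls short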;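 also: 0% = DMSO neutral controls and 100% = 20 µM radicicol positive controls; yeast relying on Plasmodium falciparum Hsp90 in place of its own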
PvdQ inh: blocks Pseudomonas aeruginosa PvdQ acylase activity | AID 488965 | 0.063% of 340,000 active | inhibition, % at 10 µM | purified PvdQ acylase, fluorescence plate reader; in the data active = inhibition above about 30%, passing the limit was not always enough; inconclusive = no clear call, values can overlap the other calls;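 also: 0% = vehicle neutral wells and 100% = reference inhibitor wells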
AddAB inh: less growth of phage-infected E. coli with AddAB; E. coli expressing H. pylori AddAB, absorbance growth; inhibition, % at 11.9 µM; 0.29% of 330,000 active; AID 435030; in the data active = inhibition above about 12%;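 also: 0% = vehicle wells of infected cells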
Tat transport: blocks Tat-dependent protein export in E. coli; 0.036% of 340,000 active; inhibition, % at 10 µM; E. coli MC4100 TorA-mCherry Tat export, fluorescence; AID 488895;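 active = mean replicate inhibition at least 50% and at least half of replicates individually reaching 50%; inconclusive = only one of the two criteria met; inactive = neither criterion met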;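 also: exported cargo escapes ClpAP degradation while cytoplasmic cargo is degraded and loses fluorescence; 0% = median of neutral control wells and 100% = median of NaSCN control wells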
phage Ecoli inh: E. coli growth loss with phage present | AID 651602 | growth absorbance | 0.26% of 360,000 active | inhibition, % at 11.9 µM; in the data active = inhibition above about 11%
* hit, by the source's call; ? = inconclusive; nt = not tested or not shown.

SMILES	Wnt act	DAGLB inh	E coli growth	CAL PDZ inh	Rtt109 HAT inh	PfHsp90 yeast 2	PvdQ inh	AddAB inh	Tat transport	phage Ecoli inh
O=C(N/N=C/c1ccc(N2CCOCC2)cc1)c1ccc(O)cc1	4	0	1.4	0.4	-2	3	-2	2.9	-1	-2.2
COCCC(=O)N1CCC(Oc2ccc(C(=O)N(C)CCCC3CCCC3)cc2)CC1	7	-5	0.4	-2.6	9	5	9	0.5	0	2.6
CC(=O)Nc1sc(C)c(C)c1C(=O)OCC(=O)Nc1cc(S(=O)(=O)N2CCCCC2)ccc1Cl	3	-3	-1.3	-0.8	1	14	5	5.0	-10	4.0
COCCNC(=O)C(c1ccc(C)cc1)N(Cc1cccs1)C(=O)CCC(=O)Nc1ccccn1 (stereo unspecified)	-1	-1	-1.6	-2.7	-1	2	-11	2.7	0	1.1
Cc1cc(C)nc(N2CCCC(C(=O)NCCC3=CCCCC3)C2)n1 (stereo unspecified)	nt	0	-3.2	0.7	8	7	-8	0.2	-4	1.6
Cc1ccc(/C=C/C(=O)OCC(=O)N2CC(=O)Nc3ccccc32)o1	0	0	-1.0	0.5	6	0	14	3.0	8	3.0
CC(C)(C)c1cc(CN2CCC(O)CC2)cc(C(C)(C)C)c1O	-3	-2	-3.1	-1.0	4	nt	-9	0.7	-1	0.6
CN(C)c1cc2c(c(N(C)C)c1)C(=O)c1ccccc1C2=O	25	30	-0.3	-0.6	-8	11	-20	-2.4	3	2.3
Brc1ccc(OCCCOc2cccc3cccnc23)cc1	4	-9	0.1	-0.7	7	-5	-4	-2.3	10	-1.6
Cc1ccc(OCCC(=O)Nc2ccc(F)c(F)c2)cc1	-2	-9	0.8	-0.9	3	-24	-8	1.6	-4	0.1
Cc1nc2ccccc2c(=O)n1-c1ccc(NS(=O)(=O)c2ccccc2)cc1	-3	-4	-0.8	-1.8	2	nt	-2	0.1	0	3.1
Cc1cc(OC(=O)c2cc(F)c(F)cc2Cl)nc(C)n1	0	-2	0.1	0.2	-4	-8	-5	2.4	-2	4.0
CC(=O)c1cccc(N(C(=O)c2ccco2)C(C(=O)NC2CCCC2)c2cccs2)c1 (stereo unspecified)	0	0	-3.0	-1.0	-8	-33	-12	3.2	0	-2.1
COc1cc(/C=N/NS(=O)(=O)c2ccccc2)ccc1OS(=O)(=O)c1ccc(C)cc1	-2	2	-0.2	-1.2	2	-2	-8	3.0	-2	4.0
CC(Oc1ccc(Cl)cc1Cl)C(=O)NNC(=O)[C@@H]1CCCC[C@@H]1C(=O)O (stereo partly specified)	-1	0	0.9	-3.0	-3	1	-10	2.8	4	2.3
COc1cc(-c2nc3cnccn3c2Nc2ccccc2)ccc1O	17	2	2.2	1.3	-14	-5	-6	2.1	0	3.6
Cc1ccc(S(=O)(=O)N(C)C)cc1NC(=O)COC(=O)CSc1ccccc1	-3	1	-0.8	-2.4	2	-5	-5	0.5	-2	0.0
CCOC(=O)c1c(C)[nH]c(C)c1C(=O)Cn1nnc(-c2ccccc2C)n1	-1	-7	0.0	-0.9	-15	-13	1	0.2	4	1.7
Cc1ccc(-c2cc(C(F)(F)F)c(C#N)c(SCC(=O)O)n2)cc1	-1	5	1.5	-1.9	-3	nt	-5	2.0	-8	2.4
CN1CCN(c2cc(N3CCc4ccccc4C3)c(F)cc2[N+](=O)[O-])CC1	nt	3	-1.2	-2.1	10	-10	-2	-1.0	4	1.2
COc1ccc(NC(=O)CSCC(=O)Nc2ccc(C)c(S(=O)(=O)N3CCCCCC3)c2)cc1	-2	-1	-1.0	-1.4	-6	-2	-1	-2.0	-6	-0.7
CCOCCCN(C(=O)c1snc(C(N)=O)c1N)C(C(=O)NC1CCCC1)c1ccc(OC)cc1 (stereo unspecified)	-3	-2	0.8	-0.8	-19	-66	-9	3.6	4	0.5
CCOC(=O)C1=C(CN2CCCCC2)NC(=O)NC1c1cc(C)ccc1C (stereo unspecified)	nt	1	-0.1	-2.5	-3	6	2	-1.0	-3	2.6
CC(C)C[C@H](N)c1cn([C@@H](CCCCN)C(=O)N2CCNCC2)nn1	-1	-2	0.4	0.2	14	5	10	3.2	13	1.3
O=C(CCN1C(=O)/C(=C\c2cccc(Br)c2)SC1=S)N1CCOCC1	0	1	-2.0	-1.3	-12	-12	-12	-1.6	?	0.1

Random excerpt: 3 compounds from above.
SMILES	Wnt act	DAGLB inh	E coli growth	CAL PDZ inh	Rtt109 HAT inh	PfHsp90 yeast 2	PvdQ inh	AddAB inh	Tat transport	phage Ecoli inh
Brc1ccc(OCCCOc2cccc3cccnc23)cc1	4	-9	0.1	-0.7	7	-5	-4	-2.3	10	-1.6
CN1CCN(c2cc(N3CCc4ccccc4C3)c(F)cc2[N+](=O)[O-])CC1	nt	3	-1.2	-2.1	10	-10	-2	-1.0	4	1.2
COc1cc(/C=N/NS(=O)(=O)c2ccccc2)ccc1OS(=O)(=O)c1ccc(C)cc1	-2	2	-0.2	-1.2	2	-2	-8	3.0	-2	4.0

Remaining list, next part:
SMILES	Wnt act	DAGLB inh	E coli growth	CAL PDZ inh	Rtt109 HAT inh	PfHsp90 yeast 2	PvdQ inh	AddAB inh	Tat transport	phage Ecoli inh
CCc1nc2cccnc2n1-c1ccc(CC(=O)NCCOC)cc1	0	-3	-1.2	-0.6	2	-3	0	-2.5	1	0.6
CCc1noc(C)c1C(=O)Nc1cc(Cl)ccc1N1CCCC1	-3	-3	-1.4	-1.0	3	nt	-11	3.6	4	4.6
O=C1N/C(=C/c2ccc(N3CCOCC3)o2)C(=O)N1c1cccc(Cl)c1	-2	3	-1.6	-3.6	5	-20	3	0.4	-1	1.4
CCOc1ccc(C(=O)O/N=C(\N)c2ccccn2)cc1	-4	0	nt	0.0	-3	43	-1	nt	-5	-0.5
COc1ccc(NC(=O)Nc2ccccc2)cc1S(=O)(=O)N1CCCCC1	-1	2	1.7	-1.0	nt	-29	8	1.4	5	5.8
Cc1nn2c(N3CCCC3)cc(C(C)C)nc2c1-c1ccccc1	0	1	0.8	0.3	-11	-22	-4	0.9	1	1.8
COc1ccc(C2(C(=O)NCc3ccccc3Cl)CCOCC2)cc1OC	-2	2	-0.9	0.0	3	10	2	1.7	-7	4.0
CCOc1ccccc1N1CCN(Cc2cn[nH]c2-c2ccc(F)cc2)CC1	-1	-5	1.4	-0.2	5	2	6	3.1	-1	2.5
Cc1noc(C)c1COC(=O)c1cccnc1SCC(=O)Nc1ccc2c(c1)OCO2	2	1	0.3	-0.4	8	-16	-8	0.9	2	3.6
CC1=C(C(=O)OC2CCCCC2)C(c2cccc([N+](=O)[O-])c2)NC(=O)N1 (stereo unspecified)	3	0	-2.8	-0.9	nt	-25	-12	-0.3	1	0.2
CC(C)Oc1ccc(CNC(=O)Cn2c(=O)c3cccn3c3cccnc32)cc1	-1	-2	0.6	-1.4	16	-9	-16	4.4	4	2.7
Cc1cc(C(F)(F)F)c2c(C)nn(-c3ccccc3)c2n1	5	-5	-0.8	0.3	5	4	-11	-1.0	-7	3.3
CCS(=O)(=O)c1ccc2c(c1)N(S(=O)(=O)c1ccccc1)CC(C(=O)O)O2 (stereo unspecified)	-5	2	-0.9	-0.3	11	6	0	0.5	7	2.6
c1ccc2c(CCN3CCNC[C@H]3Cc3cccc4ccccc34)cccc2c1	0	2	-0.4	-2.2	4	5	-12	0.4	4	3.1
COCc1cccc(N2C(=O)CC(C3C=C(C)C4C(=O)N(c5cccc(COC)c5)C(=O)C4C3)C2=O)c1 (stereo unspecified)	-18	2	0.0	-2.7	11	-9	-6	0.4	-4	1.8
Oc1ccccc1CNc1cnc2ccccc2c1	21	3	1.4	-3.1	57*	-8	12	3.5	2	3.7
Cc1ccc(C)c(NC(=O)C2CCN(C(=O)c3cccs3)CC2)c1	-1	1	-0.8	-2.0	-1	13	-11	4.0	-17	1.9
NS(=O)(=O)c1ccc(S(=O)(=O)NCCc2ccccc2)cc1	-2	2	1.2	0.9	-18	4	-10	-1.0	-11	2.8
Nc1ccn(CC(=O)NCc2ccccn2)c(=O)n1	-1	0	0.4	-0.1	-1	6	-8	3.0	-6	4.5
COc1cc(C2=NOC(C(=O)NCc3cccs3)C2)cc(OC)c1OC (stereo unspecified)	-9	0	-2.3	0.0	-8	21	8	0.9	3	2.8
C/C(=N\NC(=O)c1ccc(Cn2cc([N+](=O)[O-])cn2)o1)c1cccc(NC(=O)c2cccnc2)c1	0	1	-2.8	-2.6	2	-12	-10	0.9	0	3.4
COc1cc(-c2cc(-c3ccc(O)cc3)nc(N)c2C#N)ccc1O	7	-3	-2.6	-7.5	4	6	5	-1.4	-2	2.6
CCOc1ccc(-n2nnc3c(=O)n(CC(=O)c4ccccc4)cnc32)cc1	0	-6	-0.6	-1.1	2	35	-14	1.0	1	0.1
C/C(=N\NC(=O)Cn1nc(C)cc1C)c1ccc([N+](=O)[O-])cc1	4	-1	-1.6	0.0	-4	2	-7	1.9	-4	-0.6
Cc1csc(=O)n1CCC(=O)N(C)Cc1c(F)cccc1Cl	0	-2	-2.9	0.1	1	12	-14	3.4	3	1.8

The list continues:
SMILES	Wnt act	DAGLB inh	E coli growth	CAL PDZ inh	Rtt109 HAT inh	PfHsp90 yeast 2	PvdQ inh	AddAB inh	Tat transport	phage Ecoli inh
O=[N+]([O-])c1cc(S(=O)(=O)NCCN2CCOCC2)ccc1Cl	-3	-2	-2.7	-3.6	-1	15	-28	2.0	0	0.3
CC(=O)Oc1ccc(C(=O)Nc2ccc3c(c2)C(=O)N(CCC(=O)O)C3=O)cc1	nt	-2	-1.3	0.0	-57	-3	-9	1.6	-4	-2.1
COc1cc(/C=C/C(=O)N2CCOCC2)ccc1OCc1ccccc1	nt	1	-1.7	-1.3	0	24	-8	-2.0	3	1.1
CCC(C)NC(=O)c1ccccc1-c1ccccc1C(=O)NC(C)CC (stereo unspecified)	-1	2	1.9	0.2	nt	-27	-17	3.6	-19	1.6
O=C(CCN=C1NS(=O)(=O)c2ccccc21)N1CCc2ccccc2C1	-1	-2	-0.3	-1.6	17	-25	-5	1.0	3	-1.6
Cc1ccc(S(=O)(=O)Nc2ccc3c(c2)OCCO3)cc1	0	-2	-0.5	-0.7	0	-40	-7	-0.2	4	1.1
CCOP(=O)(OCC)c1nc(-c2cccc3ccccc23)oc1NCc1ccccc1	nt	1	-4.0	-1.0	nt	nt	-10	-1.3	14	0.4
CCCCc1nc2cc(C(=O)NCCc3cnn(C)c3)ccc2o1	11	1	-0.4	-0.9	1	18	-4	0.1	0	1.8
CCC(C)C(Nc1ncnc2scc(-c3ccccc3)c12)C(=O)O (stereo unspecified)	-1	2	1.6	-0.4	7	-1	8	0.8	-7	-1.2
CCNC(=S)NNC(=O)c1cc(-c2cccc(OC)c2)nc2ccccc12	nt	-1	-2.1	-2.8	0	-17	-13	1.2	-8	1.5
Cc1ccccc1Nc1nc(N)nc(CN2C(=O)NC3(CCCCC3C)C2=O)n1 (stereo unspecified)	nt	-3	0.5	-1.2	-7	nt	-11	0.8	-4	-1.0
O=C(NNC(=S)NC1CCCCC1)c1sc2ccccc2c1Cl	nt	13	2.2	0.7	12	-34	6	3.1	-9	5.5
Cc1cc(C)cc(CC(CC(=O)Nc2ccc(Cl)cc2)C(=O)O)c1 (stereo unspecified)	4	2	nt	-0.9	1	-34	-17	nt	3	-1.0
Cc1ccc(NS(=O)(=O)c2ccc(NC(=O)c3ccc(Br)o3)cc2)c(C)c1	-3	0	-1.2	-1.8	9	nt	4	-1.2	3	2.3
CNCCCCOc1ccccc1-c1ccccc1	-1	1	-0.8	-2.1	nt	-2	16	-1.2	2	21*
